Compound activity deposited in PubChem BioAssay by several laboratories.
Keap1 Nrf2 FP: Keap1-Nrf2 protein-protein interaction inhibitors, primary screen, biochemical, fluorescence polarization, single point; Kelch-like ECH-associated protein 1 (Homo sapiens), Q14145; Keap1 Kelch-Nrf2 peptide fluorescence polarization, 1536-well; inhibition, % at 9.4 µM; 340,000 compounds, 0.15% hits; AID 504523, 2011; in the data active means inhibition above about 12%;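 further: human Keap1 Kelch domain with fluorescein labeled Nrf2 9mer peptide probe; 0% = neutral control wells and 100% = peptide positive control; higher means more block of Keap1 binding to Nrf2 peptide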
Target sequence (Q14145 whole entry, looked up, the tested form may be a part): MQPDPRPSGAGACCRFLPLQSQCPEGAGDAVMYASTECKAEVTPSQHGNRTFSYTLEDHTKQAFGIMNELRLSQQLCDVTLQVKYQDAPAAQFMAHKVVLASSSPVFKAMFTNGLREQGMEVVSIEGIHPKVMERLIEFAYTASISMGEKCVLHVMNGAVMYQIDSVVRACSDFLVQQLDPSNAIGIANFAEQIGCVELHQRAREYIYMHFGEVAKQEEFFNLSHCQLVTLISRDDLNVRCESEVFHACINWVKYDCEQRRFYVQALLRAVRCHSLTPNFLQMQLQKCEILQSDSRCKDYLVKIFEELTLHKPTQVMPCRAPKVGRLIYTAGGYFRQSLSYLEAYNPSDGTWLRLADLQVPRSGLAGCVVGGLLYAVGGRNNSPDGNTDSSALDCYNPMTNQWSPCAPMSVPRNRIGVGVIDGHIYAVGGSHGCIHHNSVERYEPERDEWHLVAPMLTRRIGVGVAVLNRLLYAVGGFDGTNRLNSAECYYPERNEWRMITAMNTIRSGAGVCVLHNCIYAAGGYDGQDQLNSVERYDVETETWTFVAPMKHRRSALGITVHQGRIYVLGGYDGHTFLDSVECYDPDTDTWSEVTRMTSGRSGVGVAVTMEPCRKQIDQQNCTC
SR-BI DiI inh: inhibitors of SR-BI mediated HDL lipid uptake, primary screen, ldlA[mSR-BI] cells, fluorescence, single point | Scavenger receptor class B member 1 (Mus musculus), Q61009 | ldlA[mSR-BI] CHO cells, DiI-HDL uptake fluorescence, 3 h | inhibition, % at 12.5 µM | 320,000 compounds, 0.96% hits | AID 488896, 2010;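 active means mean replicate inhibition of at least 70% and a set share of replicates each scoring 70 or more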;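 further: 0% = median of neutral control wells and 100% = median of positive control wells; values of inactives mirror those of a sister screen read the other way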
SR-BI uptake up: activators of SR-BI mediated DiI-HDL uptake, primary screen, ldlA[mSR-BI] CHO cells, DiI fluorescence; 3 h; 100 = double the neutral-control signal; AID 504775, 2011; activation, % at 12.5 µM; 320,000 compounds, 0.096% hits;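 active means mean replicate activation of at least 60% and every replicate at or above 60%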;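 further: 0% = median plate neutral-control signal and 100% = twice that signal; values of inactives mirror those of a sister screen read the other way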
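Material: SR-BI-overexpressing, LDLR-lacking CHO cells; schedule: compound exposure 3 h, 37 °C; reagent: DiI-labelled HDL at 10 µg/mL final; technique: bottom-read fluorescence, 550/595 nm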
RTF Ca sens inh: cardiac RTF calcium sensitivity inhibitors, primary screen, biochemical, IANBD-TnC fluorescence, EC70 calcium; Troponin I, cardiac muscle (Homo sapiens) + Troponin T, cardiac muscle (Homo sapiens) + …; IANBD-labeled cardiac RTF, Ca2+ fluorescence; inhibition, % at 7.15 µM; 340,000 compounds, 0.12% hits;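 active means inhibition above the mean inhibition of all tested compounds plus 3 SD, cut at about 17% in these data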;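 further: assay run at fixed EC70 calcium of 1.6 mM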
Arrestin-AP2 inh: inhibitors of beta-arrestin/AP2 binding, primary screen, biochemical, GPCR trafficking, flow cytometry | beta-arrestin 1 C-terminal peptide binding to AP2 beta2-adaptin appendage (human) | FITC-arrestin peptide / GST-AP2 beads; AP2 beta2 appendage carries R879A mutation | inhibition, % at 10 µM | 340,000 compounds, 0.31% hits | AID 504490, 2011;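 active means inhibition above a set limit, near 3 SD of compounds lacking own fluorescence, cut at about 54% in these data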;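 further: plate controls were DMSO wells for no effect and 5 µM unlabelled arrestin peptide for full effect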
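System: GST-AP2 R879A glutathione beads. Medium: PBS with 0.05% Tween 20 and 0.1% BSA. Also added: FITC-arrestin peptide, 50 nM. Incubation: 12 min plus 1 h, RT. Measured by: high-throughput flow cytometry of beads, ex 488, em 535 nm. Evaluation: percent drop in bead-associated FITC signal.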
LANA DNA inh: inhibitors of KSHV C-LANA binding to DNA, primary screen, biochemical, fluorescence polarization, FAM-LBS DNA, MBP-C-LANA, single point. inhibition, % at 9 µM. AID 504423, 2011. 340,000 compounds, 0.078% hits. Kaposi's sarcoma herpesvirus LANA C-terminal domain (residues 932-1162) DNA binding;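 active means highest replicate inhibition at or above 60% at 9 µM, even if other replicates fall short; inactive means all replicates below 60% inhibition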;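 further: 0% = neutral control wells and 100% = 4 µM acridine orange control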
PKA-R2B activ: activators of PKA-R2B holoenzyme, primary screen, biochemical, fluorescence polarization, Cy5-IP20, human. cAMP-dependent protein kinase catalytic subunit beta (Homo sapiens) + cAMP-dependent …. PKA-R2B holoenzyme dissociation; R2B truncated from residue 108, S112A mutant; 0% DMSO only, 100% 113 µM cGMP. activation, % at 11.4 µM. 340,000 compounds, 0.079% hits. AID 504700, 2011;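 active means activation above a cutoff set at the mean over all compounds plus 3 SD, cut at about 18% in these data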;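 further: higher means more holoenzyme dissociation and a rise in polarization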
Target sequence (P31323 whole entry, looked up, other chains not shown, the tested form may be a part): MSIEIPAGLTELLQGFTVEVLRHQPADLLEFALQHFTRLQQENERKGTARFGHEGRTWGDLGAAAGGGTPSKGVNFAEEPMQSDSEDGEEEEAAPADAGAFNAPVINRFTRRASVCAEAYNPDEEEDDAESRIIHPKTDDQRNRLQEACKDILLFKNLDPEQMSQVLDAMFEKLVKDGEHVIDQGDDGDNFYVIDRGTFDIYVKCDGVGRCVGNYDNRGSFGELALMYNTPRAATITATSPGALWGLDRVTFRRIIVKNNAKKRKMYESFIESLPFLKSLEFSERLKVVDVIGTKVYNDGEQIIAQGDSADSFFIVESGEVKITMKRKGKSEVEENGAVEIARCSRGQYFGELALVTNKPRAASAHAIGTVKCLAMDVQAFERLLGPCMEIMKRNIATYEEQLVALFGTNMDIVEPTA
DAGLB inhibitor: DAGLB lipase inhibitors, primary screen, biochemical, fluorescence, HTS; inhibition, % at 5.17 µM; Diacylglycerol lipase-beta (Homo sapiens), Q8NCG7; 340,000 compounds, 0.059% hits; HEK293T DAGLB membrane lysate, EnzChek fluorogenic substrate; AID 504411, 2011; in the data active means inhibition above about 34%;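 further: 0% = enzyme with vehicle and 100% = wells lacking enzyme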
NSD2 inh: NSD2 histone methyltransferase inhibitors, primary screen, biochemical, AlphaScreen, single concentration, set 2. 310,000 compounds, 0.54% hits. inhibition, % at 12.5 µM. NSD2 peptide methylation, 120 min. Histone-lysine N-methyltransferase NSD2 (Homo sapiens), O96028; in the data active means inhibition above about 50%
PvdQ acylase: P. aeruginosa PvdQ acylase inhibitors, primary screen, biochemical, fluorescence, plate reader and imaging, single point | PvdQ acylase [Pseudomonas aeruginosa LESB58] | 340,000 compounds, 0.063% hits | AID 488965, 2010 | purified PvdQ acylase | inhibition, % at 10 µM; in the data active means inhibition above about 30%, passing the limit was not always enough;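 further: 0% = vehicle neutral wells and 100% = reference inhibitor wells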
An asterisk follows results filed as active; nt = not tested or not shown.

nr	molecule	Keap1 Nrf2 FP	SR-BI DiI inh	SR-BI uptake up	RTF Ca sens inh	Arrestin-AP2 inh
1	CC(Sc1nc2c(N)ncnc2n1CCOc1ccccc1)C(=O)O (configuration not stated)	-3.4	-42.0	42.0	1.0	-6.3
2	CCN(c1ccc(Cl)cc1)S(=O)(=O)c1nnc(NC(=O)C(C)C)s1	9.3	0.3	-0.3	-1.0	8.8
3	CCOc1cc(C(=S)N2CCN(C)CC2)ccc1OCC(=O)N1CCOCC1	-4.2	-27.7	27.7	-18.0	6.4
4	CN(C)C(=O)CCc1ccc2c3c([nH]c2c1)[C@]1(C)[C@@H](C(=O)N2CCCCC2)C[C@H](CC(=O)NCCCn2ccnc2)C(=O)N1CC3	-4.8	-15.6	15.6	3.8	8.5
5	CCC(=O)Oc1ccc(NC(=O)c2ccco2)cc1	-7.2	nt	nt	-5.9	-7.0
6	CSc1nc(N2CCOCC2)c2c(c1C#N)CC(C)(C)OC2	-0.2	22.3	-22.3	-3.4	4.5
7	CC(C)c1ccc(NC(=O)CSc2nc3ccsc3c(=O)n2CCC(=O)O)cc1	0.5	-13.6	13.6	-6.5	42.7
8	O=C(Nc1ccc(Cl)c(Cl)c1)Nc1ccc(N2CCCC2)c(S(=O)(=O)Nc2ccccc2Cl)c1	-4.9	86.3*	-86.3	-2.8	-2.2
9	COc1cc(OC)cc(C(=O)N[C@H](C(=O)Nc2ccc(NC(C)=O)cc2)C(C)C)c1	-2.0	0.5	-0.5	-9.8	3.8
10	COc1ccc(N2CCN(C(=O)CN(c3ccccc3)S(=O)(=O)c3ccc(OC)cc3)CC2)cc1	3.0	3.9	-3.9	8.8	-0.8
11	O=c1cc(C(F)(F)F)nc(-c2ccccc2)[nH]1	1.2	-8.4	8.4	1.8	5.0
12	COc1cc(NC(=O)N2CCNC2=O)cc(C(=O)Nc2cccc(C(F)(F)F)c2)c1	1.3	64.1	-64.1	-4.6	22.2
13	Clc1ccc(SCCOCCN2CCOCC2)cc1	-2.3	7.1	-7.1	-6.9	-5.3
14	CSc1ccc(Cl)c(C(=O)OCC(=O)NCC(C)C)c1	5.0	2.1	-2.1	-9.0	-2.7
15	O=C(COC(=O)C1CCCCC1C(=O)N1CCc2ccccc21)NCc1ccco1 (configuration not stated)	-1.0	0.4	-0.4	-1.1	4.8

nr	LANA DNA inh	PKA-R2B activ	DAGLB inhibitor	NSD2 inh	PvdQ acylase
1	1.3	-6.2	0.4	-2.3	-13.7
2	-1.8	-5.0	-0.7	-1.6	2.4
3	-2.5	-8.3	1.0	20.6	-11.2
4	1.6	-4.7	3.4	nt	-3.6
5	-1.0	-9.2	0.2	-3.9	-10.5
6	0.0	0.3	-3.4	nt	-7.4
7	0.9	-7.2	8.5	7.2	-2.4
8	5.5	4.3	-1.1	-2.7	-12.4
9	13.1	3.0	-3.8	-4.8	-8.8
10	0.9	1.4	-2.0	0.8	20.1
11	0.5	-1.6	2.5	-2.9	-8.9
12	-1.0	-14.7	-6.7	nt	-2.6
13	3.9	-3.5	0.0	-0.3	-1.7
14	-1.3	-13.5	-4.5	-0.9	-0.6
15	-0.2	-3.8	3.9	-3.6	-17.3

Part of the list above in order of molar mass, falling:
nr	molecule	Keap1 Nrf2 FP	SR-BI DiI inh	SR-BI uptake up	RTF Ca sens inh	Arrestin-AP2 inh
4	CN(C)C(=O)CCc1ccc2c3c([nH]c2c1)[C@]1(C)[C@@H](C(=O)N2CCCCC2)C[C@H](CC(=O)NCCCn2ccnc2)C(=O)N1CC3	-4.8	-15.6	15.6	3.8	8.5
7	CC(C)c1ccc(NC(=O)CSc2nc3ccsc3c(=O)n2CCC(=O)O)cc1	0.5	-13.6	13.6	-6.5	42.7
15	O=C(COC(=O)C1CCCCC1C(=O)N1CCc2ccccc21)NCc1ccco1 (configuration not stated)	-1.0	0.4	-0.4	-1.1	4.8
14	CSc1ccc(Cl)c(C(=O)OCC(=O)NCC(C)C)c1	5.0	2.1	-2.1	-9.0	-2.7

nr	LANA DNA inh	PKA-R2B activ	DAGLB inhibitor	NSD2 inh	PvdQ acylase
4	1.6	-4.7	3.4	nt	-3.6
7	0.9	-7.2	8.5	7.2	-2.4
15	-0.2	-3.8	3.9	-3.6	-17.3
14	-1.3	-13.5	-4.5	-0.9	-0.6

The list continues:
nr	molecule	Keap1 Nrf2 FP	SR-BI DiI inh	SR-BI uptake up	RTF Ca sens inh	Arrestin-AP2 inh
16	C=CCNC(=O)c1ccc(CNS(=O)(=O)c2ccc(NC(C)=O)cc2)cc1	-1.9	0.7	-0.7	2.9	5.8
17	CCOc1ccccc1N(CC(=O)OC)S(=O)(=O)c1ccccc1	4.2	20.7	-20.7	-5.5	-5.6
18	COc1cccc(-c2cc(C(=O)NCC3CCCO3)c3cc(C)cc(C)c3n2)c1 (configuration not stated)	-3.1	57.6	-57.6	9.5	2.6
19	COc1cc(S(=O)(=O)N2CCN=C2c2ccccc2)c(OC)cc1Cl	-4.9	1.8	-1.8	-13.8	14.8
20	Cc1ccc(C(=O)Oc2coc(CSc3nnc(NC(=O)C4CC4)s3)cc2=O)cc1	1.7	-39.6	39.6	-8.3	-8.6
21	COc1ccccc1NC(=O)C(C)OC(=O)C1CCC(C(C)(C)C)CC1 (configuration not stated)	1.6	-46.0	46.0	-2.9	-2.1
22	Cc1nnc(C)n1/N=C/C=C/c1ccccc1	-4.2	-33.0	33.0	3.8	8.3
23	COc1cc(C)c(S(=O)(=O)N2CCN=C2c2ccccc2)cc1C	-0.3	-8.3	8.3	-4.6	-11.6
24	CC1CCCN(CCS(=O)(=O)c2ccccc2)C1 (configuration not stated)	0.3	nt	nt	-9.3	-17.1
25	COC(=O)CN(Cc1ccco1)S(=O)(=O)c1ccccc1	-2.8	0.1	-0.1	-4.3	9.8
26	CC(=O)NCc1ccc(C(=O)CN2C(=O)NC3(CCCCC3C)C2=O)s1 (configuration not stated)	2.8	-5.2	5.2	-7.9	3.0
27	NC1=NS(=O)(=O)NC1c1cccc(F)c1 (configuration not stated)	-0.6	-8.8	8.8	-6.5	7.5
28	CS(=O)(=O)N(CC(=O)N1CCN(c2ccccc2)CC1)c1cc(C(F)(F)F)ccc1Cl	-1.2	18.5	-18.5	-7.2	36.2
29	COc1ccc(S(=O)(=O)NC2CCN(Cc3ccccc3)CC2)cc1NC(C)=O	-3.6	5.4	-5.4	-5.4	4.3
30	Cc1ccc(C(=O)CCC(=O)OCC(=O)Nc2ccccc2SCC#N)cc1	-11.3	-16.3	16.3	-21.8	-6.2

nr	LANA DNA inh	PKA-R2B activ	DAGLB inhibitor	NSD2 inh	PvdQ acylase
16	2.9	-1.4	1.6	-1.6	-6.4
17	0.1	-7.6	-1.6	-1.7	-1.2
18	0.7	0.6	-7.7	-1.5	-12.1
19	-1.8	-2.1	1.3	-3.9	-17.1
20	-0.1	-9.8	1.7	-4.2	-5.0
21	-1.8	-2.0	-14.1	-1.2	-12.2
22	-0.4	-3.0	-3.1	-2.3	9.9
23	2.4	4.5	-2.0	-0.7	-5.4
24	-1.0	8.1	0.8	1.5	-14.6
25	2.7	-4.7	0.2	nt	-11.1
26	-0.5	3.1	2.9	-2.3	-6.0
27	-0.1	-1.7	-2.5	-2.6	-13.9
28	-1.4	3.2	0.3	5.8	6.6
29	1.0	-1.1	-0.3	2.0	-12.5
30	-3.0	-5.9	-3.8	-1.0	-15.8

Remaining list, next part:
nr	molecule	Keap1 Nrf2 FP	SR-BI DiI inh	SR-BI uptake up	RTF Ca sens inh	Arrestin-AP2 inh
31	COc1ccc(-n2c(N)c(C(=O)NCc3ccco3)c3nc4ccccc4nc32)c(OC)c1	-5.0	7.4	-7.4	2.5	4.6
32	O=C(NC1CCCCC1)c1nc2c(nnn2Cc2ccccc2Cl)c(=O)[nH]1	-6.1	-4.8	4.8	0.4	23.0
33	CCCN(Cc1cc2cc(OC)ccc2[nH]c1=O)C(=O)c1ccncc1	5.4	-3.5	3.5	-13.7	16.2
34	O=C1C=C(c2ccc(F)c(Cl)c2)C[C@@H](c2ccc(F)cc2)C1	-5.7	29.9	-29.9	-4.2	8.2
35	CN(Cc1ccc(C(F)(F)F)cc1)C(=O)C1CCC(=O)N(C2CC2)C1 (configuration not stated)	0.9	-0.2	0.2	10.4	41.7
36	COC(=O)Cc1c(O)ccn(CCc2ccc(OC)c(OC)c2)c1=O	0.3	-0.7	0.7	-7.6	-11.3
37	C(=NC12CN3CN(CN(C3)C1)C2)c1ccc2c(c1)OCO2	-2.3	-7.0	7.0	-1.2	24.8
38	Cc1ccc(-c2nnc(NCc3nc4ccccc4[nH]3)c3ccccc23)cc1S(=O)(=O)N1CCCCC1	2.6	-17.8	17.8	-1.2	1.5
39	CNC(=O)/C(C#N)=C/c1c(F)cccc1Cl	-3.1	7.6	-7.6	0.1	12.5
40	COc1ccc(Cl)cc1C(=O)NNC(=O)C1CCCO1 (configuration not stated)	0.6	19.0	-19.0	4.5	-17.7
41	CC1CCN(CCCn2c(SCC(=O)NC3CCCC3)nc3ccccc3c2=O)CC1	2.0	-21.8	21.8	-8.9	-5.8
42	CCOc1ccc(CCNC(=O)C2CCCN(S(=O)(=O)N3CCOCC3)C2)cc1OCC (configuration not stated)	-3.1	27.4	-27.4	-3.1	-2.9

nr	LANA DNA inh	PKA-R2B activ	DAGLB inhibitor	NSD2 inh	PvdQ acylase
31	-1.7	-2.4	0.0	-9.9	-6.6
32	-0.1	-0.6	1.7	nt	6.7
33	2.1	4.6	3.5	-0.3	-5.1
34	-3.0	-8.3	-15.9	nt	4.8
35	-0.3	-2.1	-2.8	0.1	3.4
36	0.1	-7.1	-0.2	-2.4	-10.1
37	0.2	-3.7	-0.6	-3.4	17.3
38	0.2	2.5	-5.5	-4.6	0.4
39	0.5	-5.4	0.1	1.9	0.3
40	1.4	-1.6	-0.4	nt	2.6
41	-0.8	-0.5	0.7	2.7	-13.5
42	0.7	4.4	0.3	nt	-8.4
